VEEV TC-83 Vero: inhibitors of VEEV TC-83 cytopathic effect, confirmation, Vero cells (AID 588727). hit rate 0.13% among 350,000. one-dose inhibition, % at 20 µM; IC50 in µM for titrated hits. Vero cells, VEEV TC-83 cytopathic effect inhibition; higher % means a stronger effect; in the data active = a potency from the dose series; inconclusive = inhibition mostly from about 14% at the one dose, without a potency; inactive = the rest, 99 in 100 with inhibition below about 12%; also: strong numbers were not always called active
Salmonella PhoP GFP: PhoP regulon inhibitors, Salmonella typhi PhoP promoter GFP reporter, confirmatory (AID 1850); Salmonella Typhi PhoP-promoter GFP reporter, fluorescence, 4 h; higher % means a stronger effect; inhibition, % at 50 µM, or IC50 in µM where a hit was titrated; hit rate 0.33% among 310,000; in the data active = a potency from the dose series; inconclusive = inhibition mostly from about 25% at the one dose, without a potency; inactive = the rest, 99 in 100 with inhibition below about 19%;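 also: 0% = induced wells with vehicle and 100% = uninduced wells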
tuberculosis growth: growth inhibition of non-replicating M. tuberculosis (AID 488890) | Mycobacterium tuberculosis non-replicating, growth inhibition; higher % means a stronger effect | inhibition, % at 25 µM, or IC50 in µM where a hit was titrated | hit rate 0.39% among 320,000; in the data active = a potency from the dose series; inconclusive = inhibition mostly from about 82% at the one dose, without a potency; inactive = the rest, 99 in 100 with inhibition below about 76%;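 also: plate controls were DMSO cells for no effect and high antibiotic wells for full effect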
H1N1 NS1A inhibition: H1N1 influenza NS1A inhibitors, functional cell based assay (AID 504329); NS1A functional cell-based assay, percent inhibition; higher % means a stronger effect; inhibition, % at 12.5 µM, or IC50 in µM where a hit was titrated; hit rate 0.3% among 340,000; in the data active = a potency from the dose series; inconclusive = inhibition above about 27% without an active follow-up result; also: strong numbers were not always called active
H37Rv inhibition: M. tuberculosis growth inhibition, HTS (AID 449762); M. tuberculosis H37Rv growth inhibition, 7H9 media; higher % means a stronger effect; inhibition, % at 25 µM, or IC50 in µM where a hit was titrated; hit rate 0.59% among 330,000; in the data active = a potency from the dose series; inconclusive = inhibition above about 70% without an active follow-up result;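 also: bacterial growth assessed after seven days of incubation; strong numbers were not always called active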
An asterisk follows results filed as active; i = inactive; ? = inconclusive; . = not tested or not shown.

nr	structure	VEEV TC-83 Vero	Salmonella PhoP GFP	tuberculosis growth
1	Cc1cc(-c2ccccc2C(=O)Nc2ccccc2O)on1	0.3%	4%	-5%
2	c1ccc(-c2nccc(-c3ccc4c(c3)OCO4)n2)cc1	i	6%	17%
3	CCn1nc2cc(C(=O)NCc3cc(C(F)(F)F)cc(C(F)(F)F)c3)ccc2c1OC	0.5%	-16%	2%
4	O=C(Nc1ccc(-c2ccco2)cc1)C1CCCN(Cc2ccc(CO)o2)C1 (centres undefined)	6.6%	-4%	11%
5	O=C1C(=O)N(c2ccccn2)C(c2ccc(Br)cc2)/C1=C(/O)c1ccc(Br)cc1 (centres undefined)	i	0%	68%
6	CCOC12CC(C)(C)CC(C)(CC3=C1C(=O)CC(C)(C)C3)C2 (centres undefined)	1.9%	-9%	4%
7	COc1ccc(CNC(=S)Nc2cccc(OC)c2)cc1	i	-8%	?
8	C[N+]1(CN2C(=O)C3C4C=CC(C4)C3C2=O)CCCCC1 (centres undefined)	0.3%	8%	5%
9	CCc1nnc(NC(=O)CSc2nnc(-c3cccnc3)n2CCc2ccccc2)s1	4.2%	23%	-25%
10	COc1cccc(CNC(=O)COc2cc(O)c3c(c2)OC(C)(C)CC3=O)c1	1.1%	-12%	9%

nr	H1N1 NS1A inhibition	H37Rv inhibition
1	-18%	0%
2	0%	42%
3	4%	0%
4	-7%	-8%
5	-3%	4%
6	-3%	2%
7	-1%	18%
8	-1%	-10%
9	2%	-7%
10	-14%	-6%

Next part:
nr	structure	VEEV TC-83 Vero	Salmonella PhoP GFP	tuberculosis growth
11	CCOCCn1c(CN2CCN(CCO)CC2)nc2c1c(=O)n(C)c(=O)n2C	1.0%	-3%	0%
12	Cc1cccc(Nc2nnc(SCC(=O)NCC3CCCO3)s2)c1 (centres undefined)	0.8%	.	70%
13	O=C(CSCc1cnn(-c2ccccc2)c1-n1cccc1)NCc1cccnc1	i	13%	19%
14	Cn1c(=O)[nH]c(=O)c2c1nc(NC1CCCCC1)n2Cc1ccccc1	4.7%	4%	-2%
15	COc1ccc(CC(=O)NCc2ccc3c(c2)cc(C)n3C)cc1OC	1.9%	6%	20%
16	Cc1ccc(OC(=O)c2cc(C)nn2C(C)(C)C)cc1	i	10%	-1%
17	O=C(Nc1ccc(S(=O)(=O)NCCc2ccccc2)cc1)c1ccco1	i	-3%	6%
18	CCN(CC)S(=O)(=O)c1cccc(C(=O)Nc2ccc(S(=O)(=O)NC3=NCCCCC3)cc2)c1	0.1%	4%	-2%
19	CSc1nc(N)c(NC(=O)c2ccc(Br)o2)c(=O)[nH]1	i	-15%	6%
20	O=C(CN(c1ccc(Cl)c(C(F)(F)F)c1)S(=O)(=O)c1ccccc1)N1CCOCC1	5.2%	14%	16%

nr	H1N1 NS1A inhibition	H37Rv inhibition
11	-11%	-2%
12	-4%	10%
13	-1%	10%
14	6%	-1%
15	6%	2%
16	-26%	-1%
17	-2%	-5%
18	-7%	0%
19	-7%	-13%
20	3%	8%

Other compounds.
nr	structure	VEEV TC-83 Vero	Salmonella PhoP GFP	tuberculosis growth
21	Cc1cc(C)cc(C(=O)NCCC(=O)N2CCC3(CC2)NCCc2[nH]cnc23)c1	3.2%	5%	-16%
22	Cc1ccc(N2C(=O)NC(NS(=O)(=O)c3ccccc3)(C(F)(F)F)C2=O)cc1 (centres undefined)	1.5%	11%	-1%
23	O=C(c1ccc(NC(=O)C(c2ccccc2)c2ccccc2)cc1)c1ccc(C(=O)O)c(C(=O)O)c1	1.2%	-4%	-3%
24	COc1ccc(NC(=S)N(CCc2c(C)[nH]c3ccc(C)cc23)Cc2ccco2)cc1	6.3%	.	42%
25	Cc1ccc(S(=O)(=O)N2CCCCC2C(=O)N2CCN(Cc3ccccc3)CC2)cc1 (centres undefined)	i	8%	27%
26	Cn1nc(-c2ccc(Cl)cc2)c2cc(C(=O)N3CCOCC3)sc21	8.8%	-8%	.
27	CCC1=NN(C(=O)C(=O)Nc2ccccc2OC)C(O)(C(F)(F)F)C1 (centres undefined)	2.3%	-5%	?
28	O=[N+]([O-])c1ccc2c(c1)nnn2-c1ccccc1	0.1%	-9%	23%
29	COc1ccc(N=c2scc(-c3ccc(OC)cc3)n2CCO)cc1	5.4%	2%	54%
30	O=C1CSC(=S)N1CC1CCCO1 (centres undefined)	1.2%	10%	-7%

nr	H1N1 NS1A inhibition	H37Rv inhibition
21	5%	-3%
22	6%	-7%
23	-6%	-4%
24	12%	-10%
25	-5%	-16%
26	3%	3%
27	2%	-7%
28	-2%	5%
29	19%	?
30	-6%	-9%

The listing continues.
nr	structure	VEEV TC-83 Vero	Salmonella PhoP GFP	tuberculosis growth
31	CC(C)COc1ccc(C(=O)OCC(=O)N(C)CC(=O)Nc2ccc(F)cc2)cc1	0.8%	5%	1%
32	COc1nc(Oc2ccc(=O)[nH]n2)nc(N2CCOCC2)n1	3.2%	-12%	-3%
33	COc1ccc(-c2ccc3c(c2)S(=O)(=O)c2cccc(C(=O)NCCOc4ccccc4)c2C3=O)cc1OC	0.7%	.	-14%
34	CN(C(=O)c1ccco1)c1nnc(-c2ccc(F)cc2)s1	3.0%	2%	28%
35	CCc1ccc(NC(=S)NC(=O)c2c(-c3ccccc3Cl)noc2C)cc1	7.0%	5%	36%
36	O=C(Nc1ccccc1)N1CCCc2ccccc21	1.8%	-15%	21%
37	Cc1c(Br)cnn1C(C)C(=O)N1CCN(c2ccc(F)cc2)CC1 (centres undefined)	i	.	-5%
38	CSc1ccccc1NC(=O)CSCc1ccc(C)cc1	0.2%	-18%	64%
39	Cc1ccc(C(=O)N2CCCCCC2)cc1Br	1.8%	-7%	43%
40	O=C(c1coc(=O)c(Br)c1)N1CCC(C(O)(c2ccccc2)c2ccccc2)CC1	i	1%	42%

nr	H1N1 NS1A inhibition	H37Rv inhibition
31	1%	1%
32	-3%	0%
33	-3%	-9%
34	-7%	3%
35	-5%	3%
36	-12%	11%
37	1%	-6%
38	-12%	4%
39	4%	9%
40	-28%	7%

Part of the list above, showing only Salmonella PhoP GFP, H1N1 NS1A inhibition and tuberculosis growth:
no.	smiles	Salmonella PhoP GFP	H1N1 NS1A inhibition	tuberculosis growth
39	Cc1ccc(C(=O)N2CCCCCC2)cc1Br	-7%	4%	43%
38	CSc1ccccc1NC(=O)CSCc1ccc(C)cc1	-18%	-12%	64%

Retrieved by structure from above:
nr	structure	VEEV TC-83 Vero	Salmonella PhoP GFP	tuberculosis growth
39	Cc1ccc(C(=O)N2CCCCCC2)cc1Br	1.8%	-7%	43%
34	CN(C(=O)c1ccco1)c1nnc(-c2ccc(F)cc2)s1	3.0%	2%	28%
36	O=C(Nc1ccccc1)N1CCCc2ccccc21	1.8%	-15%	21%
37	Cc1c(Br)cnn1C(C)C(=O)N1CCN(c2ccc(F)cc2)CC1 (centres undefined)	i	.	-5%

nr	H1N1 NS1A inhibition	H37Rv inhibition
39	4%	9%
34	-7%	3%
36	-12%	11%
37	1%	-6%

More entries
nr	structure	VEEV TC-83 Vero	Salmonella PhoP GFP	tuberculosis growth
41	COc1ccc(-c2nc(NC(=O)CCNC(=O)c3ccco3)sc2C)cc1	4.5%	7%	34%
42	O=c1c2ccccc2c(/C=N/n2cnnc2)c(O)n1-c1ccccc1F	1.1%	3%	-1%
43	O=C(O)COCC(=O)Nc1ccc(Oc2ncnc3cc(Cl)ccc23)nc1	2.9%	0%	-18%
44	CN(C)S(=O)(=O)N1CCN(c2ccccc2)CC1	i	-4%	0%
45	Cc1ccc(C(C(=O)NC(C)(C)C)N(C(=O)c2csnn2)C2CC2)cc1 (centres undefined)	5.3%	-3%	13%
46	CC(C)(C)OC(=O)NCCc1n[nH]c(=S)o1	1.4%	22%	.
47	Cc1cccc(C(=O)NC(NC(=S)Nc2ccc(S(N)(=O)=O)cc2)C(Cl)(Cl)Cl)c1 (centres undefined)	0.9%	-1%	23%
48	COC(=O)C1=C(C(=O)OC)[C@@H]2N(C)c3ccc(OC)cc3[C@@]23C[C@@H](C(=O)OC)N(S(=O)(=O)c2ccc([N+](=O)[O-])cc2)C3=N1	i	5%	57%
49	CCn1c(NCc2cc(OC)c(OC)c(OC)c2)nc2ccccc21	i	-6%	-2%
50	Cc1ccc(-c2nnc(N3CCN(C(=O)COc4ccccc4)CC3)c3ccccc23)cc1	i	-3%	50%

nr	H1N1 NS1A inhibition	H37Rv inhibition
41	4%	36%
42	1%	-3%
43	.	5%
44	1%	-3%
45	9%	2%
46	.	6%
47	-8%	17%
48	24%	2%
49	-21%	6%
50	-14%	?

(next part)
nr	structure	VEEV TC-83 Vero	Salmonella PhoP GFP	tuberculosis growth
51	CN(CC(=O)Nc1cccc(F)c1)C(=O)c1ccc(COc2ccccc2)o1	0.1%	4%	23%
52	O=C(CN(c1ccccc1)S(=O)(=O)c1ccccc1[N+](=O)[O-])NN=C1CCCCCCC1	i	1%	8%
53	Cn1c(SCc2ccc(C#N)cc2Cl)nc2ccccc21	i	-2%	47%
54	Cn1c(N)c(C#N)c2c(c1=S)COC(C)(C)C2	0.8%	0%	-13%
55	CNC(=S)Nc1ccc(Br)cc1	0.7%	-6%	47%
56	Nc1nc(COc2ccccc2C=O)nc(Nc2ccccc2)n1	1.0%	11%	11%
57	CCn1c(=NC(=O)CSCC(=O)Nc2nccs2)sc2ccccc21	2.0%	1%	-15%
58	CC(=O)Nc1ccc(NC(=O)COC(=O)c2ccc(S(=O)(=O)NCc3ccco3)cc2)cc1	0.3%	.	3%
59	COc1cc(NC(=O)CSCC(=O)N(C)C2CCCCC2)cc(OC)c1	0.5%	.	18%
60	CC1CCCCC1NC(=O)C1CC(=O)N(Cc2ccccc2)C1 (centres undefined)	2.9%	-3%	6%

nr	H1N1 NS1A inhibition	H37Rv inhibition
51	11%	9%
52	1%	5%
53	-6%	12%
54	13%	-16%
55	-8%	-11%
56	1%	0%
57	-2%	-3%
58	-6%	2%
59	-2%	-2%
60	-3%	-5%

Next part:
nr	structure	VEEV TC-83 Vero	Salmonella PhoP GFP	tuberculosis growth
61	O=C(O)C1C2CCC(O2)C1C(=O)Nc1ccccc1Br (centres undefined)	i	-9%	7%
62	CCO[C@H]1OC(C(=O)N2CCN(Cc3ccc4c(c3)OCO4)CC2)=C[C@@H](c2cn(C(C)=O)c3ccccc23)[C@@H]1CCCO	5.1%	6%	33%
63	Cc1csc(SCc2nnc(-c3ccccc3Br)o2)n1	0.8%	-7%	46%
64	Oc1nc(Nc2ccc(Cl)cc2Cl)sc1/C=C1\C=Nc2ccccc21	?	-1%	10%
65	Cc1ccc(-c2nc(CSCC(=O)NC3CCN(Cc4ccccc4)CC3)c(C)o2)cc1	0.1%	-15%	25%
66	CC(=O)C1=C(O)C(=O)N(c2ccc(Br)cc2)C1c1ccc(Cl)cc1 (centres undefined)	0.3%	1%	44%
67	Cc1cccc(CN2CCCC(C(=O)Nc3ccc(-c4cscn4)cc3)C2)c1 (centres undefined)	7.1%	-5%	33%
68	COc1ccccc1NC(=O)CSc1nnc(-c2ccoc2C)n1CCc1ccccc1	i	7%	30%
69	Cc1ccc(NC(=O)[C@H](C)NC(=O)C2CCN(C(=O)[C@@H](N)CC(C)C)CC2)cc1	2.0%	-3%	-22%
70	CC(=O)c1sc(Nc2ccc(C)cc2)nc1C	0.2%	2%	1%

nr	H1N1 NS1A inhibition	H37Rv inhibition
61	-3%	6%
62	-10%	11%
63	2%	5%
64	1%	4%
65	-3%	8%
66	-26%	42%
67	-3%	?
68	8%	-9%
69	21%	0%
70	-12%	4%

The results go on.
nr	structure	VEEV TC-83 Vero	Salmonella PhoP GFP	tuberculosis growth
71	COc1ccc(-c2ccc(C(=S)N3CCN(C(C)=O)CC3)o2)cc1	1.3%	7%	49%
72	CCOC(=O)c1ccc(OCc2c(C)noc2C)cc1	5.3%	-4%	13%
73	COc1ccccc1-c1nnc2sc(-c3cc4ccccc4o3)nn12	9.5%	-4%	13%
74	COC(=O)c1c(C)oc(C)c1S(=O)(=O)NC(c1ccccc1)c1ccccc1	0.2%	9%	17%
75	O=C1Nc2ccccc2C(=O)N2[C@H](c3ccccc3)[C@@H]3C(=O)N(Cc4ccccc4)C(=O)[C@@H]3[C@H]12	1.0%	-1%	6%
76	O=C(NCCc1cccc(Cl)c1)c1ccc(Cl)c([N+](=O)[O-])c1	2.5%	13%	31%
77	COc1ccc(S(=O)(=O)N2CCOCC2)cc1NC(=O)CCNC(=O)c1ccc(Cl)cc1	4.9%	.	.
78	CCOC(=O)CNc1ncc([N+](=O)[O-])cc1C#N	0.3%	5%	21%

nr	H1N1 NS1A inhibition	H37Rv inhibition
71	0%	11%
72	-8%	-4%
73	-4%	-6%
74	-1%	-5%
75	7%	2%
76	-6%	?
77	-11%	.
78	-1%	1%

Assay outcomes deposited in PubChem by Southern Research Specialized Biocontainment Screening Center.
